# Source: PubChem
# B2AR arrestin = qHTS assay of beta-arrestin-biased ligands of beta2-adrenergic receptor; Beta-2 adrenergic receptor (Homo sapiens), P07550; beta-arrestin recruitment to beta2AR, cell-based reporter; Potency, µM (top dose mostly 46.1 µM), without a hit: top-dose activation, hits mostly activators; 330,000 tested, 0.02% active;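 further: potency means the concentration at half of the fitted maximal effect; 0% = DMSO controls and full agonism = EC100 isoproterenol or metaproterenol; nearly all actives have a fitted effect of over 65% in size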
# Target sequence (P07550 whole entry, looked up): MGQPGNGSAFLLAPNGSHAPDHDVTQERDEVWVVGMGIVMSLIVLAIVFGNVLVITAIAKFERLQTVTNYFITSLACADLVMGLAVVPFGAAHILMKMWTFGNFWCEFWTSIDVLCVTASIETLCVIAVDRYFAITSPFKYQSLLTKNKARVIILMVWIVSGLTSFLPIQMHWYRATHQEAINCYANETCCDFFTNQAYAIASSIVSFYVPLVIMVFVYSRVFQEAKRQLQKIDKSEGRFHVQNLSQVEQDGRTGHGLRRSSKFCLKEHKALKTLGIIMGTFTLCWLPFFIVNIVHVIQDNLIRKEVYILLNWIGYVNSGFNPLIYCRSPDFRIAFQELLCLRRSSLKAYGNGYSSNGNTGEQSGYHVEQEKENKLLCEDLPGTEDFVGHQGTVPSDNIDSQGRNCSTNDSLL
# Menin-MLL TR inh = qHTS Assay for Inhibitors Targeting the Menin-MLL Interaction in MLL Related Leukemias: Competition With Texas Red Labeled MLL-derived Mutant Peptide. O00255. AID 1768, 2009. 270,000 tested, 0.23% active. Potency, µM (series often up to 61.6 µM), without a hit: top-dose FP activity change, negative = inhibition, hits mostly inhibitors. Menin + Texas Red MLL mutant peptide, fluorescence polarization; active means well fitted inhibition curve with a large enough effect in the polarisation, with a control signal flat, not every such curve was filed as active; inconclusive means small, poorly fitted or top-dose-only effect, or effect the other way, or a change in a side signal; inactive means no such curve, though single readings can be large or run the other way; the % refers to the polarisation; further: potency means the concentration at half of the fitted maximal effect; % of control where 0% means no effect; many of its hits are not listed in these tables
# Target sequence (O00255 whole entry, looked up): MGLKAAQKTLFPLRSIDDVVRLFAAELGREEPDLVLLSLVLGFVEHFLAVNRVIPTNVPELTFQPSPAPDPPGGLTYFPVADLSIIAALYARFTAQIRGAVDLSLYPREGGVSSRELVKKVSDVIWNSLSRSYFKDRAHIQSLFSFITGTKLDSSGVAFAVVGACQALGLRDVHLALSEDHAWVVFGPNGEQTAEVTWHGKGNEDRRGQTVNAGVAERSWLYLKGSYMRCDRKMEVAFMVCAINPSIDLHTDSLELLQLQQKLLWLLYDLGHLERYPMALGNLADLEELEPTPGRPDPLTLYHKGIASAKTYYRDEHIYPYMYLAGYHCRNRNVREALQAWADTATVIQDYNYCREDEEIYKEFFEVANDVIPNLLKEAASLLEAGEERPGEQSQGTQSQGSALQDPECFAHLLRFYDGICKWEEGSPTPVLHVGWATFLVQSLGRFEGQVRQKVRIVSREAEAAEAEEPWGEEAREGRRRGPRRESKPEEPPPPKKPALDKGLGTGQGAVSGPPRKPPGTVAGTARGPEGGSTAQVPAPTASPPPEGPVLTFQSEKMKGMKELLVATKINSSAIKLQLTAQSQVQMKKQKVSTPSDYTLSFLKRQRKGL
# PKM2 activator = qHTS Assay for Activators of Human Muscle isoform 2 Pyruvate Kinase; Pyruvate kinase PKM (Homo sapiens), P14618; purified PKM2, Kinase-Glo ATP luminescence, activation; response scale: 0% is enzyme alone, no compound; Potency, µM (top dose mostly 57.5 µM), without a hit: top-dose activation, actives largely listed as activators; 260,000 tested, 0.34% active; further: potency means the concentration at half of the fitted maximal effect; on the % scale 0 is the no-effect control and ±100 the full control effect; nearly all actives have a fitted effect of over 55% in size
#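 Kinase-Glo luminescence reports ATP generated from ADP (0.1 mM) and PEP (0.5 mM) by purified hPK-M2 after 1 h at room temperature, pH 7.2 imidazole buffer; intermediate enzyme activity allows detecting inhibitors and activators.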
# Coupling enz = qHTS Assay for Inhibitors of Fructose-1,6-bisphosphate Aldolase from Giardia Lamblia: Coupling assay counterscreen. 290,000 tested, 0.67% active. coupling enzyme system counterscreen, AmpLite Red fluorescence. AID 2472, 2010. activity change, negative = inhibition, % at 58.2 µM, hits read low; in the data active means activity change below about -30%; further: on the % scale 0 is the no-effect control and ±100 the full control effect
#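 Final compound at 57.5 uM, incubated 10 min at RT with coupling enzyme reagent (glyceraldehyde-3-phosphate), then 20 min with substrate and AmpLite Red detection. Fluorescence read at 525/598 nm; tests interference with the coupling assay, not aldolase inhibition.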
# S-ASM inh = Inhibitors of Secretory Acid Sphingomyelinase (S-ASM): qHTS; 340,000 tested, 0.006% active; Potency, µM (highest dose often 57.5 µM), without a hit: top-dose activity change, negative = inhibition, actives largely listed as inhibitors; placental ASM, HMU-PC fluorogenic substrate, 60 min; Sphingomyelin phosphodiesterase (Homo sapiens), P17405; further: potency means the concentration at half of the fitted maximal effect
#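 Steps: dispense placental human ASM, pin compound, wait 10 min at room temperature, add HMU-PC0 substrate at 9 uM final, incubate 60 min at 37 °C, add stop solution raising pH to 10, read fluorescence.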
# PTAP TSG101 blk = qHTS Assay for Iinhibitors of HIV-1 Budding by Blocking the Interaction of PTAP/TSG101; Fluorescence polarization, FITC-PTAP peptide / Tsg101 binding; Potency, µM (top dose mostly 115 µM), without a hit: at the highest dose activity change, negative = inhibition, usual class: inhibitors; 340,000 tested, under 10 active; Tumor susceptibility gene 101 protein (Homo sapiens), Q99816; active means well fitted inhibition curve with a large enough effect in the main read-out, with a control signal flat, not every such curve was filed as active; inconclusive means small, poorly fitted or top-dose-only effect, or effect the other way, or a change in a side signal; inactive means no such curve, though single readings can be large or run the other way; further: potency means the concentration at half of the fitted maximal effect; % of control where 0% means no effect
#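 FP read-out: FITC-PTAP peptide, 50 nM final, binding Tsg101 binding domain, 10 uM final; 20 min, r.t.; 10 mM HEPES pH 7.5, 0.15 M NaCl, 0.01% Tween 20, 3 mM EDTA, 0.1 mM TCEP.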
# GALK inh = qHTS Assay for Inhibitors of Human Galactokinase (GALK) | P51570 | Purified GALK, Kinase-Glo residual ATP luminescence | Potency, µM (doses to about 57.5 µM), for inactives: at the top dose activity change, negative = inhibition, actives largely listed as inhibitors | 270,000 tested, 0.007% active | AID 1868, 2009; further: potency means the concentration at half of the fitted maximal effect; on the % scale 0 is the no-effect control and ±100 the full control effect
#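 Luminescence from leftover ATP (Ultra-Glo luciferase/luciferin) served as read-out after a 1 h room-temperature reaction of 5 nM GALK with 35 uM ATP and 100 uM galactose.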
# Tb PFK block = qHTS Assay to Find Inhibitors of T. brucei phosphofructokinase. ATP-dependent 6-phosphofructokinase (Trypanosoma brucei brucei), O15648. T. brucei PFK, ADP-Glo luminescence. Potency, µM (doses to about 57.5 µM), for inactives: at the top dose activity, negative = inhibition, hits mostly inhibitors. 330,000 tested, 0.17% active. AID 485367, 2010;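 further: potency means the concentration at half of the fitted maximal effect; 0% = uninhibited 1x PFK enzyme wells and -100% = no-enzyme wells; nearly all actives have a fitted effect of over 60% in size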
#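 Luminescent ADP detection (ADP-Glo, two-step: ATP depletion then ADP-to-ATP conversion for luciferase) reported PFK activity after 45 min room-temperature reaction of 1.25 nM enzyme with 0.5 mM F6P and 0.1 mM ATP at pH 8.0.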
# Giardia killer = Small Molecules that selectively kill Giardia lamblia: qHTS; 340,000 tested, 0.15% active; activity change, % at 7.66 µM, hits read low; AID 540267, 2011; Giardia lamblia trophozoite viability; in the data active means activity change below about -80%; inconclusive means between about -30% and that limit;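 further: parasites exposed to compound for two days anaerobically before the ATP read; on the % scale 0 is the no-effect control and ±100 the full control effect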
#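 Luminescent ATP signal served as the viability read-out, measured 15-30 min after adding ATP detection reagent to trophozoites that had been incubated with compounds for 48 hrs at 37 deg C anaerobically at 100 cells/well.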
# a7 integrin act = qHTS for Activators of Integrin-Mediated Alleviation for Muscular Dystrophy; alpha7betagal myoblasts, beta-gal FDG fluorescence, 48 h; Potency, µM (series often up to 38.3 µM), without a hit: at the top dose activation, hits mostly activators; 350,000 tested, 0.064% active; AID 624291, 2012;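 further: potency means the concentration at half of the fitted maximal effect; 100% = response of the positive control SU9516; nearly all actives have a fitted effect of over 60% in size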
#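 Alpha7betagal+/- myoblasts (passage 13) were plated 16-24 hr, then exposed to compounds (1:260 dilution of DMSO stock) for 48 hours at 37C. After MPER lysis, β-galactosidase reporter activity was read as FDG fluorescence (ex 480/em 540) after 30 minutes.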
# BCR signal inh = qHTS Assay to Find Inhibitors of Chronic Active B-Cell Receptor Signaling; Potency, µM (highest dose often 46.1 µM), for inactives: at the top dose ratio change, negative = lower green/red ratio, actives largely listed as inhibitors; 340,000 tested, 0.05% active; ABC-DLBCL IkBa-CBG/CBR reporter, luminescence ratio, 4 h; active means well fitted inhibition curve with a large enough effect in the signal ratio, with a control signal flat, not every such curve was filed as active; inconclusive means small, poorly fitted or top-dose-only effect, or effect the other way, or a change in a side signal; the % refers to the signal ratio;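 further: potency means the concentration at half of the fitted maximal effect; plate controls were basal doxycycline-induced cells for no effect and cells given 10 µM MG132 for full effect; MG132 reads +100%, hits lower the ratio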
#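 TMD8 human ABC-DLBCL cells with doxycycline-inducible IκBα–green luciferase fusion and unfused red luciferase, in 0.5% FBS medium; compounds up to 46 uM, 4 h at 37C. Green/red luminescence ratio, filter-overlap corrected, fitted to concentration-response curves.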
# * marks the source's active call; other numbers are inactive results; ? = inconclusive; / = no result given; [ ] = remark or other dose. Unless noted, the call rests on the fitted dose curve; in most records, active means well fitted curve in the direction sought with a large enough effect; inconclusive means small, poorly fitted or top-dose-only effect, or another doubt; inactive means no such curve, though single readings can be large; an effect the other way counts as inactive or inconclusive. A portion of the library; count on the stated rates, not on these rows.
# Values run as follows: Menin-MLL TR inh	GALK inh	a7 integrin act	BCR signal inh	Giardia killer	Coupling enz	PTAP TSG101 blk	Tb PFK block	PKM2 activator	B2AR arrestin	S-ASM inh
- Cc1ccc(NC(=O)CSCC(=O)Nc2cc(Cl)ccc2N2CCOCC2)cc1
→ /	/	6%	-10%	11	/	-4%	-4%	/	2.9%	-5%
- Cc1ccc(/C=N/c2sc3c(c2C#N)CCC3)s1
→ 26%	0%	-9%	?	-12	-2	-2%	-4%	-1%	0.0%	-8%
- S=C(NC1CC1)N1CCc2ccccc2C1
→ 0%	-1%	?	-9%	3	2	-3%	4%	4%	-0.2%	0%
- Cc1cccn2c(/C=N/OCc3ccc(F)cc3)c(-c3ccc(Cl)cc3)nc12
→ -10%	2%	8%	-7%	2	3	-6%	0%	-5%	-0.8%	-13%
- Cc1ccc(S(=O)(=O)Nc2ccc3nc(N)sc3c2)cc1
→ 0%	3%	-34%[inhibitor]	-7%	-6	0	-1%	3%	4%	-0.2%	-3%
- NC(=O)NC(=O)C(c1ccccc1)N1CCN(S(=O)(=O)c2ccc(Br)s2)CC1 (stereo unspecified)
→ /	/	-43%	?	7	/	-2%	-2%	/	2.4%	5%
- Nc1nonc1-c1noc(N2CCOCC2)n1
→ 2%	-5%	14%	1%	9	-1	-1%	-2%	-8%	-0.4%	1%
- CCOC(=O)Cc1csc(SC(C)C(=O)Nc2ccc(NC(C)=O)cc2)n1 (stereo unspecified)
→ 3%	0%	15%	10%	-5	1	-8%	-4%	3%	-0.6%	0%
- COc1ccccc1NC(=O)c1cc(S(=O)(=O)N2CCCCCC2)ccc1F
→ /	-4%	-25%	16%	15	/	-1%	-1%	/	0.2%	1%
- O=S(=O)(NCC(c1ccco1)N1CCN(c2ccccc2F)CC1)c1ccccc1 (stereo unspecified)
→ 18%	2%	-6%	4%	7	0	-3%	-2%	1%	-0.6%	0%
- N#C/C(=C\c1ccncc1)c1nc2ccccc2o1
→ /	-3%	-29%	?	6	-1	-2%	-1%	0%	?	38%
- CCCCN(C(=O)Cc1ccc(S(=O)(=O)N2CCOCC2)s1)c1ccccc1
→ /	/	-5%	12%	-6	/	0%	19%	/	-0.1%	-3%
- O=C1OC(C(=O)O)Cc2ccccc21 (stereo unspecified)
→ 4%	?	19%	?	-4	1	-2%	2%	-6%	0.0%	1%
- C/C(=N\NC(=S)Nc1c(C)cccc1C)c1ccc(OC(F)F)cc1
→ 7%	3%	-34%[inhibitor]	?	-15	-2	-1%	3%	-10%	0.2%	0%
- O=C(Nc1cccc(S(=O)(=O)N2CCCCC2)c1)c1ccc2c(=O)n3c(nc2c1)CCCCC3
→ 3%	0%	-19%	?	-13	-1	-2%	-7%	-11%	-0.4%	-16%
- Cc1ccccc1N1CCN(C(=O)CCN2C(=O)c3ccccc3C2=O)CC1
→ /	0%	-9%	1%	7	0	-1%	1%	-6%	-1.1%	-4%
- O=C(NCC1CCCO1)/C(=C/c1ccc(Cl)cc1)NC(=O)c1ccccc1 (stereo unspecified)
→ -9%	0%	-10%	?	24	1	-1%	1%	-16%	-0.1%	3%
- COc1ccc(C(=O)Nc2ccc(NC(=O)c3ccco3)cc2)cc1
→ ?	-4%	6%	-1%	6	0	-5%	-1%	-8%	-0.3%	-2%
- CCN(C(=O)c1cc2ccccc2o1)C12CC3CC(CC(C3)C1)C2
→ -5%	-2%	/	9%	/	0	/	6%	-1%	0.1%	/
- COc1ccc(Cl)cc1S(=O)(=O)N1CCCC(C(=O)N2CCCC2)C1 (stereo unspecified)
→ /	-2%	-17%	0%	-12	/	-6%	0%	-1%	-0.1%	-1%
- CCOC(=O)N1CCC(NS(=O)(=O)c2ccc(NC(C)=O)c(Cl)c2)CC1
→ /	-2%	-30%	3%	12	1	0%	0%	-4%	-0.4%	-4%
- CC(Cl)C(=O)NNC(=O)CNS(=O)(=O)c1ccccc1 (stereo unspecified)
→ -15%	-1%	15%	-6%	8	-2	-4%	1%	12%	-1.1%	6%
- COc1ccc(OC)c(S(=O)(=O)NCCCN2CCCC2=O)c1
→ -9%	2%	-4%	1%	3	0	1%	-3%	2%	0.4%	2%
- CCCN1CCN(CCCNC(=O)CN2C(=O)C(CC)Oc3ccccc32)CC1 (stereo unspecified)
→ -9%	-3%	-16%	-1%	18	-1	0%	2%	-5%	-0.3%	0%
- Cc1ccc2nc(C)cc(N3CCOCC3)c2c1
→ -1%	3%	4%	/	12	0	-1%	/	1%	/	1%
- Cc1cccc(NC(=O)COc2ccc(/C=C\c3[nH]c(=O)[nH]c(=O)c3[N+](=O)[O-])cc2)c1
→ 51%[activator]	-4%	12%	-6%	11	7	0%	-12%	?	-0.3%	-9%
- O=C(Nc1ccc(S(=O)(=O)Nc2ccccn2)cc1)c1cccc(Br)c1
→ /	-3%	-3%	-2%	-7	/	/	-5%	3%	0.1%	-3%
- CN(C)C(=S)NC1(C)CCS(=O)(=O)C1 (stereo unspecified)
→ 8%	0%	15%	1%	-13	4	-5%	10%	0%	-0.1%	2%
- CCOC(=O)Cc1csc(NC(=O)Nc2ccc(Cl)cc2)n1
→ /	6%	-13%	?	0	0	-5%	0%	2%	0.1%	0%
- CCCC(c1nnnn1Cc1cccs1)N1CCN(c2ccc(OC)cc2)CC1 (stereo unspecified)
→ -26%	1%	6%	0%	5	1	0%	-2%	-5%	-0.7%	-13%
- Cc1ccc(C)c(OCCC(=O)N2CCN(S(=O)(=O)c3ccc([N+](=O)[O-])cc3)CC2)c1
→ /	/	-33%	-1%	17	/	-1%	-2%	/	0.3%	-3%
- CCc1c(C)nc(N2CCN(c3ccccc3)CC2)[nH]c1=O
→ 7%	7%	12%	3%	-11	1	-6%	1%	-19%[11.5 µM]	-0.9%	0%
- CC1CCCCC1NC(=O)C1CCCN(S(=O)(=O)c2ccc(-n3cnnn3)cc2)C1 (stereo unspecified)
→ -6%	1%	32%	-5%	9	-3	1%	0%	0%	-0.6%	3%
- COc1cc2cc(CN(Cc3nnnn3Cc3ccccc3)CC3CCCO3)c(=O)[nH]c2cc1OC (stereo unspecified)
→ -11%	3%	-18%	-14%	20	-4	0%	-1%	-7%	-0.7%	34%
- COc1ccc(-c2cc(C(F)(F)F)n3ncc(C(=O)NCC4CCCO4)c3n2)cc1 (stereo unspecified)
→ 20%	-4%	24%	-14%	37[activator]	3	-4%	-16%	2%	-0.3%	190%[activator]

# Entries shown so far that contain a thiophene ring, fused or not, in the order listed:
# Values run as follows: Menin-MLL TR inh	GALK inh	a7 integrin act	BCR signal inh	Giardia killer	Coupling enz	PTAP TSG101 blk	Tb PFK block	PKM2 activator	B2AR arrestin	S-ASM inh
- Cc1ccc(/C=N/c2sc3c(c2C#N)CCC3)s1
→ 26%	0%	-9%	?	-12	-2	-2%	-4%	-1%	0.0%	-8%
- NC(=O)NC(=O)C(c1ccccc1)N1CCN(S(=O)(=O)c2ccc(Br)s2)CC1 (stereo unspecified)
→ /	/	-43%	?	7	/	-2%	-2%	/	2.4%	5%
- CCCCN(C(=O)Cc1ccc(S(=O)(=O)N2CCOCC2)s1)c1ccccc1
→ /	/	-5%	12%	-6	/	0%	19%	/	-0.1%	-3%
- CCCC(c1nnnn1Cc1cccs1)N1CCN(c2ccc(OC)cc2)CC1 (stereo unspecified)
→ -26%	1%	6%	0%	5	1	0%	-2%	-5%	-0.7%	-13%
